Autophagy HCS = autophagy modulators in MEF cells, primary screen, imaging, high-content, MEF GFP-LC3; MEF GFP-LC3 puncta imaging; test concentration mostly 10 µM; calls only at 10 µM (by protocol); hit rate 0.98% among 190,000; AID 463193, 2010;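 active means percentage of spot-positive cells more than 3 SD above its plate mean, without a fluorescence outlier flag or 80% toxicity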;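 further: spot-positive cell cutoff set from DMSO-treated cells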
Dynein transport = inhibitors of GR-EGFP nuclear translocation, primary screen, dynein cargo transport inhibitor project, imaging, high-content, 3617.4 mouse cells; test concentration mostly 20 µM; stimulated with dexamethasone, 1 µM; hits give low values; z-score, hits read low; hit rate 0.47% among 220,000;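 active means plate z-score of nuclear minus cytoplasmic receptor signal below a set negative limit, without overly bright fluorescence or cell loss, cut at about -3.5 in these data, passing the limit was not always enough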;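 further: z-score of nuclear minus cytoplasmic ring GR-EGFP intensity difference per well; some compounds called inactive have numbers as strong as hits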
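Buffer or medium: tetracycline-free induction medium containing charcoal-stripped FBS / Reagent: dexamethasone agonist, 1.0 µM final, for 30 min / Technique: automated 10x imaging of fixed Hoechst-stained cells / Times: induction 48 h, compound 1 h, agonist 30 min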
Ins promoter up = insulin promoter activators in MIN6 cells, imaging, high-content screening, mouse beta cells | MIN6 insulin promoter-GFP reporter; hits give high values | z-score at 5 µM | hit rate 0.3% among 190,000 | AID 1625, 2009;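 active means z-score above 3 at 5 µM with at least 500 cells counted in the well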
M17LAP inhibition = P. falciparum M17LAP inhibitors, primary screen, biochemical, fluorogenic H-Leu-NHMec substrate, 1536-well (AID 1619); Leucine aminopeptidase (Plasmodium falciparum (isolate 3D7)); recombinant M17LAP, H-Leu-NHMec fluorogenic kinetic assay; higher % means a stronger effect; inhibition, % at 30 µM, or IC50 in µM where a hit was titrated; hit rate 0.38% among 220,000;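 active means compound inhibiting the enzyme by more than half at any dose during confirmatory dose-response retesting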;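 further: plate controls were full reaction with DMSO carrier for no effect and no enzyme background for full effect; strong numbers were not always called active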
CSM14.1 death rescue = rescue of cells from ER stress-induced death, primary screen, 384-well, CSM14.1, thapsigargin, ATP luminescence (AID 1222). CSM14.1 thapsigargin-induced death rescue, ATP luminescence; higher % means a stronger effect. cellular ATP content (survival), % at 20 µM; hits with a dose series show EC50 in µM. 190,000 tested, under 10 active;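 active means EC50 below 50 µM in the dose-response confirmation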;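 further: death triggered by thapsigargin at about 15 µM added after 2 h compound pretreatment; cell ATP read after overnight thapsigargin exposure of roughly 18 to 22 hours; normalized against plate controls of thapsigargin alone and 5% DMSO vehicle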
M1AAP inhibition = P. falciparum M1AAP inhibitors, biochemical, fluorogenic H-Leu-NHMec substrate, 1536-well (AID 1445); Aminopeptidase N (Plasmodium falciparum (isolate 3D7)); recombinant M1AAP, H-Leu-NHMec fluorogenic kinetic assay; higher % means a stronger effect; one-dose inhibition, % at 30 µM; IC50 in µM for titrated hits; hit rate 0.42% among 220,000;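 active means primary inhibition above the hit cutoff, then over 50% inhibition at one or more dose response concentrations, cut at about 23% in these data, passing the limit was not always enough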;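 further: plate controls were DMSO full reaction for no effect and no enzyme background for full effect; strong numbers were not always called active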
MT stabilize HCS = microtubule stabilizers in HeLa cells, primary screen, imaging, high-content imaging; % tubulin-high responders, % at 10 µM; hit rate 0.83% among 200,000; HeLa tubulin immunostaining HCS, 24 h; share of cells brighter than vehicle mean+2SD;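 active means plate Z-score above 3 for both tubulin-high and condensed-nucleus cell shares, with cell loss under 80%, at 10 µM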;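 further: anti alpha tubulin signal scored within the nucleus-defined area of each cell; some results filed as inactive read as strong as hits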
UTI89 phage lysis = inhibition of K1F phage lysis, E. coli UTI89, bacterial capsule biogenesis inhibitors, alamar blue (AID 488966); E. coli UTI89 K1F phage lysis, alamar blue, 2 h; higher % means a stronger effect; inhibition, % at 100 µM; hits with a dose series show IC50 in µM; hit rate 0.02% among 340,000;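 active means phage lysis inhibition, versus mean bacterial control, above a set limit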;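 further: capsule biogenesis inhibitors block K1F phage lysis so surviving cells raise fluorescence; higher fluorescence means more inhibition of phage lysis; actives were called in the ten point dose series up to 300 µM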
b-catenin transl = modulators of beta-catenin nuclear translocation, primary screen, imaging, HeLa cells, immunofluorescence, high-content; nuclear translocation activity, % at 5 µM; hit rate 0.3% among 190,000;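 active means nuclear translocation activity above 50% at 5 µM, with a well cell count of 50 or more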;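 further: per-cell ratio of nuclear to cytoplasmic median beta-catenin stain intensity; plate controls were DMSO negative control for no effect and GSK-3 inhibitor IX positive control for full effect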
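assay system = human HeLa cells, endogenous beta-catenin | times = compound treatment 24 h, 37°C, 5% CO2 | detection = Anti-beta-catenin immunofluorescence on PFA-fixed, Triton-permeabilized cells, DAPI nuclei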
Dynein transport cytoplasmic EGFP = also measured in Dynein transport; calls as there; z-score; measured here: cytoplasmic GR-EGFP intensity; hits give high values
Dynein transport nuclear GR-EGFP = further read-out of Dynein transport, marked with its call; z-score; measured here: nuclear GR-EGFP intensity;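 lower value marks the stronger effect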
Dynein transport cell count = further read-out of Dynein transport, marked with its call; z-score; measured here: cell count per field
Ins promoter up cell count = second read-out of Ins promoter up, no call of its own (marks repeat the call); cell count; measured here: cytotoxicity, nuclei count;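 total cells summed across four imaged fields per well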
b-catenin transl cell count 5 µM = further read-out of b-catenin transl, marked with its call; cell count; measured here: cell count, cytotoxicity flag
MT stabilize HCS Hoechst-high % = recorded beside MT stabilize HCS, whose call it bears; % Hoechst-high responders; measured here: nuclear condensation Hoechst responders;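 share of cells brighter than vehicle mean plus two SD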
MT stabilize HCS cytotoxicity % = further read-out of MT stabilize HCS, marked with its call; toxicity, %; measured here: cytotoxicity by cell density;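 0% = mean cell density of plate MIN control wells and 100% = no cells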
Autophagy HCS cell loss 18 h = recorded beside Autophagy HCS, whose call it bears; toxicity, %; measured here: cell loss, nuclei count;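 cell loss after 18 h compound exposure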
Numbers without * were called inactive; [ ] = dose if it differs, or a comment.

Results for COc1ccc(/C=C/C(=O)c2ccc3c(c2)OCCO3)cc1[N+](=O)[O-] ?
Autophagy HCS: inactive; Dynein transport: -1.02; Ins promoter up: -0.64; M17LAP inhibition: -5.6%; CSM14.1 death rescue: -1.6%; M1AAP inhibition: 16.5%; MT stabilize HCS: 1.8; UTI89 phage lysis: 0.1%; b-catenin transl: -1.7; Dynein transport cytoplasmic EGFP: 0.0801; Dynein transport nuclear GR-EGFP: 0.211; Dynein transport cell count: -0.536; Ins promoter up cell count: 1331; b-catenin transl cell count 5 µM: 1379; MT stabilize HCS Hoechst-high %: 2.3; MT stabilize HCS cytotoxicity %: 4.9; Autophagy HCS cell loss 18 h: 8.8

How did CN1C/C(=C/c2cccnc2)C(=O)/C(=C/c2cccnc2)C1 do in these assays?
Autophagy HCS: inactive; Dynein transport: -5.94*; Ins promoter up: -2.61; M17LAP inhibition: -11.2%; CSM14.1 death rescue: 2.9%; M1AAP inhibition: -2.8%; MT stabilize HCS: 52.7*; UTI89 phage lysis: -1.9%[50 µM]; b-catenin transl: 2.0; Dynein transport cytoplasmic EGFP: 0.782*; Dynein transport nuclear GR-EGFP: -2.87*; Dynein transport cell count: -0.316*; Ins promoter up cell count: 549; b-catenin transl cell count 5 µM: 1006; MT stabilize HCS Hoechst-high %: 31.1*; MT stabilize HCS cytotoxicity %: 61.1*; Autophagy HCS cell loss 18 h: 40.5

Results for O=C(NCCc1c[nH]c2ccccc12)/C(=C/c1ccco1)NC(=O)c1ccco1 ?
Autophagy HCS: inactive; Dynein transport: 1.02; Ins promoter up: -0.04; M17LAP inhibition: -2.7%; CSM14.1 death rescue: 0.2%; M1AAP inhibition: -0.2%; MT stabilize HCS: 1.5; UTI89 phage lysis: 0.1%; b-catenin transl: -0.2; Dynein transport cytoplasmic EGFP: -0.209; Dynein transport nuclear GR-EGFP: 0.55; Dynein transport cell count: -0.873; Ins promoter up cell count: 1328; b-catenin transl cell count 5 µM: 1515; MT stabilize HCS Hoechst-high %: 1.2; MT stabilize HCS cytotoxicity %: 11.2; Autophagy HCS cell loss 18 h: -36.1

How did Cc1c(Cl)cccc1NC(=O)N1CCCN(c2nc(-c3ccccc3)ns2)CC1 do in these assays?
Dynein transport: 0.514; Ins promoter up: -0.36; M17LAP inhibition: 6.6%; M1AAP inhibition: -2.8%; UTI89 phage lysis: 0.9%; b-catenin transl: 0.2; Dynein transport cytoplasmic EGFP: -0.281; Dynein transport nuclear GR-EGFP: 0.227; Dynein transport cell count: 0.147; Ins promoter up cell count: 1418; b-catenin transl cell count 5 µM: 1058

Results for Cc1ccc(SCCNC(=O)c2ccc(CN3CCOCC3)cc2)cc1 ?
Autophagy HCS: inactive; Dynein transport: -0.213; Ins promoter up: 0.52; M17LAP inhibition: 1.7%; CSM14.1 death rescue: -1.2%; M1AAP inhibition: 3.5%; MT stabilize HCS: 3.4; UTI89 phage lysis: -0.1%; b-catenin transl: -1.4; Dynein transport cytoplasmic EGFP: -0.285; Dynein transport nuclear GR-EGFP: 0.0893; Dynein transport cell count: 0.482; Ins promoter up cell count: 1563; b-catenin transl cell count 5 µM: 1046; MT stabilize HCS Hoechst-high %: 1.2; MT stabilize HCS cytotoxicity %: 0.5; Autophagy HCS cell loss 18 h: 11.1

Results for O=C(CCS(=O)(=O)c1ccccc1)Nc1cccc(-c2nc3ccccc3s2)c1 ?
Autophagy HCS: inactive; Dynein transport: -0.718; Ins promoter up: 0.07; M17LAP inhibition: 14.1%; CSM14.1 death rescue: -2.9%; M1AAP inhibition: 3.4%; MT stabilize HCS: 3.4; UTI89 phage lysis: 1.2%; b-catenin transl: 1.0; Dynein transport cytoplasmic EGFP: -0.114; Dynein transport nuclear GR-EGFP: -0.613; Dynein transport cell count: 0.559; Ins promoter up cell count: 1280; b-catenin transl cell count 5 µM: 821; MT stabilize HCS Hoechst-high %: 2.4; MT stabilize HCS cytotoxicity %: 9.3; Autophagy HCS cell loss 18 h: -5.2

Results for Cc1cnc(NC(=O)CSc2nnc(COc3c(C)cccc3C)o2)s1 ?
Dynein transport: 2.61; Ins promoter up: 0.29; M17LAP inhibition: 16.1%; M1AAP inhibition: 4.2%; MT stabilize HCS: 10.3; UTI89 phage lysis: 1.0%; b-catenin transl: 1.0; Dynein transport cytoplasmic EGFP: 0.146; Dynein transport nuclear GR-EGFP: 1.9; Dynein transport cell count: -1.4; Ins promoter up cell count: 1454; b-catenin transl cell count 5 µM: 1101; MT stabilize HCS Hoechst-high %: 1.4; MT stabilize HCS cytotoxicity %: 5.0

Results for O=C(Nn1cnc2ccccc2c1=O)c1ccc(F)cc1Cl ?
Autophagy HCS: inactive; Dynein transport: 0.19; M17LAP inhibition: 8.3%; CSM14.1 death rescue: 2.5%; M1AAP inhibition: 2.9%; MT stabilize HCS: 3.8; UTI89 phage lysis: 0.0%; Dynein transport cytoplasmic EGFP: -0.182; Dynein transport nuclear GR-EGFP: 0.456; Dynein transport cell count: -0.828; MT stabilize HCS Hoechst-high %: 1.9; MT stabilize HCS cytotoxicity %: 12.7; Autophagy HCS cell loss 18 h: -6.0

What do the screens show for `O=C(C1=C(O)C(=O)N(c2ccccc2)C1c1ccc([N+](=O)[O-])cc1)c1cccs1` (stereo unspecified)?
Autophagy HCS: inactive; Dynein transport: -1.1; Ins promoter up: -0.51; M17LAP inhibition: 0.4%; CSM14.1 death rescue: -0.7%; M1AAP inhibition: 10.2%; MT stabilize HCS: 3.3; UTI89 phage lysis: 1.6%; b-catenin transl: -0.5; Dynein transport cytoplasmic EGFP: -0.245; Dynein transport nuclear GR-EGFP: -0.479; Dynein transport cell count: 0.804; Ins promoter up cell count: 1266; b-catenin transl cell count 5 µM: 1166; MT stabilize HCS Hoechst-high %: 2.0; MT stabilize HCS cytotoxicity %: 4.2; Autophagy HCS cell loss 18 h: 1.4

What do the screens show for `O=C(NCc1cccs1)c1ccc2c(c1)OCCO2`?
Autophagy HCS: inactive; Dynein transport: -0.076; Ins promoter up: -0.07; M17LAP inhibition: 7.5%; CSM14.1 death rescue: -2.5%; M1AAP inhibition: 1.8%; MT stabilize HCS: 2.1; UTI89 phage lysis: 7.0%; b-catenin transl: 0.5; Dynein transport cytoplasmic EGFP: -0.283; Dynein transport nuclear GR-EGFP: 0.379; Dynein transport cell count: 1.54; Ins promoter up cell count: 2013; b-catenin transl cell count 5 µM: 1058; MT stabilize HCS Hoechst-high %: 2.4; MT stabilize HCS cytotoxicity %: 47.0; Autophagy HCS cell loss 18 h: 0.7

Results for O=C1C2CC=CCC2C(=O)N1Nc1ccccc1 (stereo unspecified) ?
Autophagy HCS: inactive; Dynein transport: -0.48; Ins promoter up: 0.23; M17LAP inhibition: -2.5%; CSM14.1 death rescue: 0.2%; M1AAP inhibition: -2.6%; MT stabilize HCS: 4.3; UTI89 phage lysis: inactive; b-catenin transl: -1.1; Dynein transport cytoplasmic EGFP: -0.157; Dynein transport nuclear GR-EGFP: 0.0244; Dynein transport cell count: 0.208; Ins promoter up cell count: 1057; b-catenin transl cell count 5 µM: 1094; MT stabilize HCS Hoechst-high %: 3.1; MT stabilize HCS cytotoxicity %: 8.5; Autophagy HCS cell loss 18 h: -2.0

Results for Cc1ccc([N+](=O)[O-])cc1S(=O)(=O)N1CCNCC1 ?
Autophagy HCS: inactive; Dynein transport: -0.356; Ins promoter up: -0.34; M17LAP inhibition: 1.4%; CSM14.1 death rescue: 4.6%; M1AAP inhibition: 1.0%; MT stabilize HCS: 3.9; UTI89 phage lysis: 0.3%; b-catenin transl: -2.1; Dynein transport cytoplasmic EGFP: -0.173; Dynein transport nuclear GR-EGFP: -0.17; Dynein transport cell count: 0.669; Ins promoter up cell count: 1495; b-catenin transl cell count 5 µM: 1111; MT stabilize HCS Hoechst-high %: 1.3; MT stabilize HCS cytotoxicity %: 4.3; Autophagy HCS cell loss 18 h: -10.5

Screening results as filed in PubChem.

Random draw from the library. About 2.9% of those tested had a hit in this group.
